High-throughput results from PubChem.
aSyn rescue: rescues yeast growth from alpha-synuclein toxicity; Yeast expressing alpha-synuclein, growth rescue, BacTiter-Glo, 24 h; Potency, µM (top dose mostly 46.1 µM), for inactives: top-dose growth rescue (activation), most hits filed as activators; actives 0.14% (n = 370,000); further: potency means the concentration at half of the fitted maximal effect; % of control where 0% means no effect; nearly all actives have a fitted effect of over 65% in size
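Rescue of yeast growth: cells expressing toxic alpha-synuclein, induced in galactose at OD600 0.02, incubated with compound 24 h at 30 C. ATP luminescence quantified growth; inhibitors of toxicity appear as activators.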
Abeta yeast res: restores growth of yeast expressing A-beta42 peptide; actives 0.063% (n = 410,000); yeast expressing A-beta42, growth rescue, OD600, 48 h; response scale: 0% DMSO, 100% iron-clioquinol control; Potency, µM (doses to about 46.1 µM), for the others: at the top dose growth rescue, usual class: activators; further: potency means the concentration at half of the fitted maximal effect; nearly all actives have a fitted effect of over 55% in size
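Growth rescue measured by 600 nm absorbance after 48 h yeast culture at 30 C with compound. Values normalized between DMSO and an equimolar ferric chloride plus clioquinol control.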
PLK1 PBD inh: PLK1 (human) polo-box domain binding inhibition; P53350; Plk1 PBD binding of FITC phosphopeptide, fluorescence polarization; Potency, µM, without a hit: max response, negative = inhibition, usual class: inhibitors; actives 2.8% (n = 360,000); further: potency means the concentration at half of the fitted maximal effect; series mostly up to about 57 µM; on the % scale 0 is the no-effect control and ±100 the full control effect; nearly all actives have a fitted effect of over 65% in size
IL-2 act: activators of IL-2; IL-2 activation reporter assay, cell-based qHTS; stimulated with anti-CD3/CD4/CD28 beads; in transgenic mouse T cells; activation, % (series mostly up to about 46 µM); actives 0.065% (n = 360,000); in the data active means activation above about 50%; inconclusive means mostly about 30% to 49%; further: 0% is about no effect
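Unstimulated transgenic mouse T cells, 750 per well, received compound and, after 60 minutes, anti-CD3/anti-CD4 bead plus anti-CD28 stimulation. EGFP and DsRed were quantified after 18 hours.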
EPAC1 antagonist: antagonists of human EPAC1; AID 720709; EPAC1 GEF assay, Rap1b-BODIPY-GDP exchange fluorescence; Potency, µM (series often up to 115 µM), inactives show at the highest dose activity change, negative = inhibition, most hits filed as inhibitors; actives 0.14% (n = 360,000);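 further: potency means the concentration at half of the fitted maximal effect; plate controls were vehicle for no effect and positive control for full effect; nearly all actives have a fitted effect of over 50% in size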
Target sequence (O95398 whole entry, looked up): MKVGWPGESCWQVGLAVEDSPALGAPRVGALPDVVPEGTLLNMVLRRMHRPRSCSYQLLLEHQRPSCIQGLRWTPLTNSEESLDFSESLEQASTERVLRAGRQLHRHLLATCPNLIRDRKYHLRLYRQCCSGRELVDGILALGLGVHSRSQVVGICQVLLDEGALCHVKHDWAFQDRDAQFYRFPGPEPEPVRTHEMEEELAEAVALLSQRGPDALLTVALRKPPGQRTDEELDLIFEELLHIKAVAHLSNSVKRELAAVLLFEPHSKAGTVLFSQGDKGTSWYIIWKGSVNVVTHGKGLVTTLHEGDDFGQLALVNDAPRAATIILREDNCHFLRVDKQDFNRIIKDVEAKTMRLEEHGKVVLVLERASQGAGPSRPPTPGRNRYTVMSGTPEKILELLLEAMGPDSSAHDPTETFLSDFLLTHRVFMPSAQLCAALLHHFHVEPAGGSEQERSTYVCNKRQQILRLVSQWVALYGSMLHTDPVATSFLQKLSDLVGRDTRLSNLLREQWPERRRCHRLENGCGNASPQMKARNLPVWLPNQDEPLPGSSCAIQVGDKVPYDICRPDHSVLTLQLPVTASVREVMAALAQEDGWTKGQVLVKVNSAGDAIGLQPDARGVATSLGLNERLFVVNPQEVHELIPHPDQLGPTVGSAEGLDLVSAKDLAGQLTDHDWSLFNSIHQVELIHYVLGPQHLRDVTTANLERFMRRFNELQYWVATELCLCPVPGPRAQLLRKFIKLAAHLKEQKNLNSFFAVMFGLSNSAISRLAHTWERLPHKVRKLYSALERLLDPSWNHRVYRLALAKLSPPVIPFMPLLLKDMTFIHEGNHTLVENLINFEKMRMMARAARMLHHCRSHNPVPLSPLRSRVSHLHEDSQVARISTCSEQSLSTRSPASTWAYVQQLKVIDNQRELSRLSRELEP
EPAC1 agonist: agonists of human EPAC1 | O95398 | EPAC1 agonist qHTS, biochemical assay; response scale: 100% = response to 6.5 mM cAMP | Potency, µM (doses to about 154 µM), inactives show at the highest dose activation, usual class: activators | actives 0.073% (n = 360,000); further: potency means the concentration at half of the fitted maximal effect; nearly all actives have a fitted effect of over 60% in size
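Multi-concentration qHTS readout: loss of Rap1B-bound BODIPY-GDP fluorescence driven by 100 nM EPAC1 with excess GDP (50 uM), monitored kinetically at room temperature; agonist response expressed relative to 6.5 mM cAMP.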
PI5P4K alpha inh: PI5P4K alpha (human) kinase inhibition | PI5P4Kalpha enzyme, ADP-Glo luminescence, 60 min; hits give low values | max response, % | P48426 | actives 1.2% (n = 330,000) | AID 652105; active means max response of -50% or lower; inconclusive means between -30% and -50%; inactive means -30% or higher; further: value at the top dose of about 77 µM; on the % scale 0 is the no-effect control and ±100 the full control effect
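qHTS, 1536-well: enzyme/substrate mix, compound by pin tool, 5 microM ATP final; RT 60 min; ADP-Glo reagents 1 (45 min) then 2 (30 min); luminescence.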
WRN inhibitor: inhibitors of human WRN helicase | WRN helicase unwinding, fluorescent forked duplex, kinetic | Potency, µM (titrated, usually from 114 µM), for the others: at the highest dose activity change, negative = inhibition, actives largely listed as inhibitors | actives 0.46% (n = 360,000); further: potency means the concentration at half of the fitted maximal effect; on the % scale 0 is the no-effect control and ±100 the full control effect; nearly all actives have a fitted effect of over 55% in size
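WRN at 20 nM final was preincubated with compound for 15 min at room temperature; reaction started with 100 nM forked duplex oligonucleotide carrying fluorophore and quencher plus 2 mM ATP (final). Unwinding followed kinetically by red fluorescence (ex 525/em 598 nm).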
FUS suppressor: FUS proteinopathy suppression in yeast; S. cerevisiae FUS-expressing, growth rescue, OD600, 24 h; Potency, µM (doses to about 76.6 µM), inactives show at the top dose growth rescue (activation), hits mostly activators; actives 0.24% (n = 390,000);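 further: potency means the concentration at half of the fitted maximal effect; plate controls were DMSO vehicle for no effect and reference control for full effect; nearly all actives have a fitted effect of over 55% in size; some results filed as inactive show a strong effect at the top dose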
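Galactose (2%) drives FUS expression in yeast precultured in raffinose; seeding density OD 0.005. Test compounds incubated 24hr at 30C and 99% humidity before absorbance at 600 nm was measured.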
An asterisk follows results filed as active; ? = inconclusive; . = not tested or not shown; & = joins results of further samples; [ ] = remark or other dose. Unless noted, the call rests on the fitted dose curve; in most records, active means well fitted curve in the direction sought with a large enough effect; inconclusive means small, poorly fitted or top-dose-only effect, or another doubt; inactive means no such curve, though single readings can be large; an effect the other way counts as inactive or inconclusive.

Below each SMILES – aSyn rescue | Abeta yeast res | PLK1 PBD inh | IL-2 act | EPAC1 antagonist | EPAC1 agonist | PI5P4K alpha inh | WRN inhibitor | FUS suppressor
1: Cc1cccc(C)c1NS(=O)(=O)c1c(C)[nH]c(=O)[nH]c1=O
 : -2% | -19% | -7% | -2.9 | -4% | 2% | 0 | 11% | 3%
2: CC(C)NC(=O)C1CCN(S(=O)(=O)c2ccc(N3CCCC3=O)cc2)CC1
 : -8% | 12% | -24% | 0.1 | -14% | 12% | -6 | 4% | -12%
3: Cc1cccc(C(=O)N2CCN(Cc3nc4sc5c(c4c(=O)[nH]3)CCCC5)CC2)c1
 : 3% | 17% | -7% | 0.3 | 15% | 6% | 3 | 9% | 6%
4: COc1ccccc1NC(=O)CN1CCC(c2nc3ccccc3[nH]2)CC1
 : 3% | -9% | -5% | -0.4 | -14% | 1% | -3 | 3% | -16%
5: O=C(Nc1ccc2oc(-c3ccncc3)nc2c1)c1ccccc1
 : -2% | 8% | -8% | 1.4 | 11% | 7% | -10 | 1% | -12%
6: CCOC(=O)N1CCN(S(=O)(=O)c2ccc(C(=O)NNc3nc4ccc(Cl)cc4s3)cc2)CC1
 : -2% | 9% | -20% | -1.1 | 12% | -2% | -24 | -4% | 32%
7: COc1ccc(F)cc1S(=O)(=O)N1CCC2(CC1)OCCN2S(=O)(=O)c1cccs1
 : 4% | 28% | -10% | -2.5 | -2% | 7% | 7 | 5% | 12%
8: N#CC(CC(=O)c1ccc(F)cc1)c1ccc2c(c1)OCO2 (stereo not drawn)
 : 11% | 5% | -10% | -2.2 | -8% | 11% | 1 | 6% | 2%
9: COc1cc(-c2csc(C)n2)ccc1O
 : 0% | 1% | -1% | -0.4 | 15% | -3% | 4 | 5% | 12%
10: O=C(Nc1cccc(-c2ccc(N3CCOCC3)nn2)c1)c1ccc(Cl)cc1
 : 2% | 11% | 0% | -4.3 | 4% | -3% | -3 | -9% | 4%
11: Cc1sc(N)c(C(=O)c2ccccc2Cl)c1C
 : ? | 11% | -25% | -0.8 | 19% | 9% | -5 | -3% | 22%
12: CCC1CCCCN1CCCNC(=O)c1c(O)nc2cc(C)ccn2c1=O (stereo not drawn)
 : -2% | 0%&-2% | -13% | 2.5 | -24% | 1% | 1 | -1% | 2%&-14%
13: Nc1nc2ccccc2cc1C(=O)NCc1ccc(-c2ccccc2)cc1
 : -27% | 21% | -4% | -0.8 | -22% | 9% | -4 | -2% | 22%
14: Cn1c(CSCc2ccc(F)cc2)nnc1SCC(=O)N1CCN(c2ccccc2)CC1
 : 2% | 2% | 4% | -0.3 | -1% | -2% | -8 | -8% | 23%
15: CC(C)[C@H](NC(N)=O)C(=O)NCCc1ccc(Cl)cc1Cl
 : 0% | -12% | -14% | -0.1 | -9% | -1% | 8 | 0% | -32%
16: CC(C)Oc1ccc(S(=O)(=O)N2CCOCC2)cc1NC(=O)CCCSc1ccccc1
 : -4% | 10% | -7% | -4.0 | 24% | 14% | 1 | 2% | 24%
17: Oc1ccc(/C=C/c2nc(-c3ccccc3O)n(-c3ccccc3)n2)cc1
 : -16% | -90%[inhibitor] | 5% | -4.2 | -12% | 28% | . | -12% | 18%
18: Cc1ccc(CCN2CC(C(=O)NCCCN3CCCCCC3)CC2=O)cc1 (stereo not drawn)
 : -4% | 5% | -9% | 0.1 | 17% | -7% | 3 | 1% | 7%
19: COc1cccc(CNC(=O)Cn2cc3c(n2)CCCC3)c1
 : -12% | 1% | -6% | 0.3 | -13% | 1% | -3 | 2% | -27%
20: Cc1c(C(=O)Oc2cccc3ccccc23)cnn1-c1ccccc1
 : -26% | -26% | 0% | 1.2 | -2% | 7% | 32 | -8% | 5%
21: COc1ccc(F)cc1-c1cc(NC(C)=O)c2ncc(-c3cc(OC)c(OC)c(OC)c3)n2c1
 : -6% | -11% | -4% | -0.9 | ? | -27% | -6 | -28% | 5%
22: CC(C)CCNC(=O)Cn1c(=O)oc2cc(S(=O)(=O)N3CCc4ccccc43)ccc21
 : 2% | 22% | -10% | -3.4 | -6% | -5% | -1 | -6% | 35%
23: CC(OC(=O)c1cccc([N+](=O)[O-])c1)C(=O)N1CCc2ccccc21 (stereo not drawn)
 : 5% | -11% | -2% | -0.2 | 8% | 9% | -1 | 11% | .
24: CNC(=O)c1sccc1SCc1c(Cl)cccc1Cl
 : 11% | -27% | -8% | 0.5 | 3% | 2% | -3 | 5% | 2%
25: COC(=O)Cc1c(C(=O)OC)nnn1-c1ccc(OC(F)(F)F)cc1
 : 1% | -8% | -3% | -1.4 | -16% | -13% | -8 | 4% | 2%
26: COc1ccc2cc(C(=O)NC3CCCCC3)c(=O)oc2c1
 : -1% | 8% | -13% | -6.6 | -25% | 9% | 2 | -22% | .
27: CS(=O)(=O)c1ccc(-c2nnc(NC(=O)c3cccc(N4C(=O)CCC4=O)c3)o2)cc1
 : 1% | 3% | 2% | -0.6 | 6% | -3% | -6 | -9% | 7%
28: O=C1CC(N2CCN(c3ccccc3F)CC2)C(=O)N1c1ccc(F)cc1 (stereo not drawn)
 : -3% | 3% | -4% | -1.5 | -20% | -2% | 0 | 5% | .
29: Cc1[nH]n(-c2ccccc2)c(=O)c1/C=N/NC(=O)c1cccc([N+](=O)[O-])c1
 : -1% | -29% | -4% | -0.3 | 7% | 2% | -3 | 4% | -3%
30: CN1CCN(c2ccc(Cl)cc2NC(=O)c2cccc(S(=O)(=O)N(C)C)c2)CC1
 : 0% | 16% | 1% | -3.7 | 6% | -2% | . | 5%[57.1 µM] | 8%
31: Cn1c(=NC(=O)COc2ccccc2)sc2ccccc21
 : 7% | 7% | -8% | 0.5 | -12% | 12% | 2 | -19% | -24%
32: O=C1C2C3C=CC([C@@H]2C(=O)N1C1CCCCC1)[C@H]1C(=O)N(C2CCCCC2)C(=O)C31 (stereo partly drawn)
 : 3% | 28% | -7% | -2.5 | 13% | 2% | 2 | 7% | 14%
33: O=C(OCC(=O)N1CCCCC1)c1ccc2ccccc2n1
 : 3% | 2% | 6% | 0.9 | -7% | -1% | -4 | 9% | -7%
34: CC[C@]1(c2cccc(C)c2)C(=O)N(C(=O)OC)N1C(=O)OC
 : 0% | 5% | 12µM* | -0.2 | 1% | -3% | -8 | -3% | -3%
35: CCc1ccc(N(C(=O)c2snc(C(N)=O)c2N)C(C(=O)NCC2CCCO2)c2ccco2)cc1 (stereo not drawn)
 : 5% | -12% | -3% | 0.4 | -3% | -6% | 6 | 4%[57.1 µM] | 15%
36: CCOC(=O)c1ccc2c(c1)N(C)C(=O)c1ccccc1S2
 : 16% | -13% | 3% | 1.5 | 10% | 5% | -3 | 0% | -22%
37: COc1ccc(/C=C\C(=O)c2c(O)ccc3c(C)cc(=O)oc23)cc1
 : 2% | 1% | -19% | -2.4 | -2% | 2% | -3 | -16% | -4%
38: O=C(c1cc2cc([N+](=O)[O-])ccc2s1)N1CCOCC1
 : 1% | 2% | 1% | -0.1 | 12% | 13% | 1 | -3% | -32%
39: COc1cc(OC)cc(-n2nnnc2SCC(=O)N2CCCc3ccccc32)c1
 : 1% | 23% | -5% | 0.1 | 14% | 0% | . | -9% | 9%
40: CC(NC(=O)Cc1ccccc1)C1COc2ccccc2O1 (stereo not drawn)
 : 1% | 11% | -6% | 0.4 | -13% | 10% | 10 | 1% | -5%
41: Cn1c(=O)c2ncn(CC(=O)N/N=C/C=C/c3ccccc3)c2n(C)c1=O
 : -8% | -7% | -14% | -4.6 | -10% | -4% | 3 | 7% | 24%
42: O=C(NCCc1cccc(F)c1)C1CCC(=O)N(C2CCCCCC2)C1 (stereo not drawn)
 : 1% | 8% | -24% | -0.1 | 16% | -3% | -1 | 4% | 1%
43: O=C(O)c1ccc(NS(=O)(=O)c2cccc(C(=O)Nc3ccc(Br)cc3)c2)cc1
 : 3% | -9% | 2% | -0.1 | 7% | 18% | 1 | -12% | 1%
44: COC(=O)c1cc(NC(=O)COC(=O)CCc2nc3ccccc3c(=O)[nH]2)cc(C(=O)OC)c1
 : -1% | -9% | -12% | -3.3 | -3% | 10% | 1 | -8% | .
45: NNC(=O)CCc1nc2ccc(O)cc2[nH]1
 : -5% | -6% | -6% | -0.8 | 9% | 7% | 3 | -4% | 21%
46: O=C(Nc1ccc2c(c1)OCO2)c1ccc(Cl)nc1
 : -2% | 3% | -10% | -0.2 | 1% | 7% | -10 | -5% | -6%
47: Cc1cc(=O)n2nc(N3CCCC(C(=O)NC4CCCCC4C)C3)sc2n1 (stereo not drawn)
 : -10% | -5% | 4% | -0.1 | 7% | -3% | -2 | 6% | -14%
48: CC(=O)Nc1ccc(S(=O)(=O)N(C2=NCC(C)S2)c2ccccc2)cc1 (stereo not drawn)
 : -8% | 27%[9.22 µM] | 0% | -1.7 | -1% | -3% | 9 | -22% | ?
49: CCNc1ccc2noc3c2c1C(=O)c1ccccc1-3
 : -4% | -47%[inhibitor] | 1.1µM* | 9.0 | 415%[activator] | 112µM* | . | 4.2µM* | 24%
50: Cc1nn(Cc2c(F)c(F)c(F)c(F)c2F)c(C)c1NC(=O)c1nn(C)c(C)c1Br
 : 0% | ? | -1% | 0.6 | 10% | 1% | -3 | -32% | 16%
51: O=C(O)c1cccnc1Br
 : 1% | 2% | -3% | 1.8 | 4% | 14% | 5 | 2% | -12%
52: CC(=O)Nc1ccc(NC(=O)COc2ccc(S(=O)(=O)N3CCCC3)cc2C)cc1
 : -1% | -1% | -3% | 0.0 | 9% | 3% | 0 | -3% | 15%

Just EPAC1 antagonist, for some of the entries so far:
item	SMILES	EPAC1 antagonist
41	Cn1c(=O)c2ncn(CC(=O)N/N=C/C=C/c3ccccc3)c2n(C)c1=O	-10%
42	O=C(NCCc1cccc(F)c1)C1CCC(=O)N(C2CCCCCC2)C1 (stereo not drawn)	16%
43	O=C(O)c1ccc(NS(=O)(=O)c2cccc(C(=O)Nc3ccc(Br)cc3)c2)cc1	7%
